M4 antag: antagonists of human muscarinic M4 receptor (CHRM4); CHO-hM4 cells, ACh EC80, Fluo-8 calcium fluorescence; inhibition, % at 3 µM; 360,000 tested, 0.73% active; AID 624125;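 active = inhibition above its plate's cutoff, the mean inhibition of sample wells plus 3 SD, cut at about 27% in these data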;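 note: 0% = acetylcholine EC80 with DMSO and 100% = DMSO without agonist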
CRFBP-R2 block: antagonists of CRF-binding protein/CRF-R2 receptor complex; HEK293 CRF-R2/CRF-BP, CRF-induced calcium fluorescence; inhibition, % at 11.8 µM; 350,000 tested, 0.59% active;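 active = inhibition of the ligand-induced calcium signal above about 50% at the single tested concentration, limit read from the data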
CHRM5 PAM: positive allosteric modulators of human muscarinic M5 receptor | P08912 | CHO-K1 hM5, Fluo-8 calcium, ACh EC20 PAM; 0% = ACh EC20, 100% = ACh EC100 | activation, % at 3 µM | 360,000 tested, 0.3% active;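 active = activation above the run cutoff, the mean activation of all test compounds plus 3 SD, cut at about 18% in these data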
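system = human M5 receptor in CHO-K1 cells | reagent = EC20 acetylcholine as agonist stimulus | compound dosing = single-point, 3 µM nominal | incubation = Fluo-8 loading 80 min at 37 °C plus 30 min room temperature | detection = Fluo-8 calcium dye fluorescence, kinetic read | benchmarks = low control EC20 acetylcholine (0%), high control EC100 acetylcholine (100%)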
IDE cell inh: inhibits human insulin-degrading enzyme in HEK cells; FAbetaB cleavage, fluorescence polarization; 320,000 tested, 0.41% active; P14735; inhibition, % at 5.59 µM;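 active = percent inhibition above the average of all tested compounds plus 3 SD, set per screening campaign, cut at about 16% in these data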;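 note: IDE supplied by intact live HEK cells; FP after avidin binding of uncleaved biotin substrate so inhibition keeps polarization high; 0% = DMSO wells and 100% = 60 µM reference IDE inhibitor Ii1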
Target sequence (P14735 whole entry, looked up): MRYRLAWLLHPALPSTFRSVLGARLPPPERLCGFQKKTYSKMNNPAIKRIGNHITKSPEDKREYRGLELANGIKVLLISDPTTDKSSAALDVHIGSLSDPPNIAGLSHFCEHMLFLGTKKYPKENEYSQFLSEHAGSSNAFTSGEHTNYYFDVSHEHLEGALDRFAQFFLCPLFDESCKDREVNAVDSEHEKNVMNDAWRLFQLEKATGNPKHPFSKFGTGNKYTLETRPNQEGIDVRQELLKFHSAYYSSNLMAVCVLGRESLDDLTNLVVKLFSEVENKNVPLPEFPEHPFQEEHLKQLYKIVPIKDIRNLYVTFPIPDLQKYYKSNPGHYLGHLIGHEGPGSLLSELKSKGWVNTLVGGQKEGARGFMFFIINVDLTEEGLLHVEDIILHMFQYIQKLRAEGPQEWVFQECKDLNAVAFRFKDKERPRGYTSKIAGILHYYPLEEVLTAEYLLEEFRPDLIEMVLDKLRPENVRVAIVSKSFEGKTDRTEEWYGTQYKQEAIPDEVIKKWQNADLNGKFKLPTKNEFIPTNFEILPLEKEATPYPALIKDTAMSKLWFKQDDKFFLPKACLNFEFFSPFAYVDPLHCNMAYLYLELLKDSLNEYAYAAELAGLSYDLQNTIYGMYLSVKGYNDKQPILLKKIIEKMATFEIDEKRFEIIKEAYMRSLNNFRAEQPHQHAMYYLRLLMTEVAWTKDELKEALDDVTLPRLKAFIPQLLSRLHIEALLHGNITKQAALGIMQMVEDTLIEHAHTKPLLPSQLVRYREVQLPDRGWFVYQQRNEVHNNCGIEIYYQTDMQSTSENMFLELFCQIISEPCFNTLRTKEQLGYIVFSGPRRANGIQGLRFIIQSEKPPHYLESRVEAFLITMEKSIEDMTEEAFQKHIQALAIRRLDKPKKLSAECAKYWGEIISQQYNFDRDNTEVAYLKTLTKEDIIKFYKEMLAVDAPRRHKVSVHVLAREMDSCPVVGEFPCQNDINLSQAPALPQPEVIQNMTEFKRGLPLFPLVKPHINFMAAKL
CHRM5 antagonist: antagonists of human muscarinic M5 receptor (CHRM5) | P08912 | CHO-hM5 cells, Fluo-8 calcium fluorescence, ACh EC80 | inhibition, % at 3 µM | 360,000 tested, 0.59% active | AID 624040;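 active = inhibition above a per-plate cutoff, the mean of that plate's test compounds plus 3 SD, cut at about 27% in these data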;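 note: 0% = acetylcholine EC80 with DMSO and 100% = DMSO without agonist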
M4 ag: CHRM4 agonism in calcium assay | 360,000 tested, 0.14% active | CHO-K1 hM4/Gqi5, Fluo-8 calcium fluorescence; vehicle 0%, full acetylcholine response 100% | AID 624127 | activation, % at 3 µM;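 active = activation above the run mean over all test wells plus 3 SD, cut at about 32% in these data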;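 note: peak over basal fluorescence ratio per well then scaled between controls; 0% = DMSO wells and 100% = acetylcholine at EC100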
CRFR2-BP ag: CRF-BP/CRF-R2 complex agonism; HEK293 CRF-R2/CRF-BP, calcium dye fluorescence (FLIPR); percent of saturating CRF peptide response; activation, % at 13.2 µM; 350,000 tested, 0.46% active; AID 588473;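 active = activation of at least 50%, plus an integration ratio under a set limit after plate pattern correction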;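 note: plate controls were neutral control wells without compound for no effect and CRF at EC100 for full effect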
M5 ag: CHRM5 agonism in calcium assay; CHO-K1 hM5 cells, Fluo-8 calcium fluorescence; 0% DMSO wells, 100% maximal acetylcholine response; P08912; activation, % at 3 µM; AID 624037; 360,000 tested, 0.19% active;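 active = activation above the run's mean over test compounds plus 3 SD, cut at about 23% in these data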;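 note: signal is peak over basal fluorescence ratio across the kinetic read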
CHRM4 PAM: positive allosteric modulators of human muscarinic M4 receptor; 360,000 tested, 0.4% active; CHO-K1 hM4/Gqi5, Fluo-8 calcium fluorescence, ACh EC20; 0% = ACh EC20, 100% = maximal ACh; activation, % at 3 µM; P08173;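 active = activation above its plate's cutoff, the mean activation of sample wells plus 3 SD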; note: some results filed as inactive read as strong as hits
The depositor's hits bear a star; . = no result given.

Fields: CHRM4 PAM	IDE cell inh	CHRM5 antagonist	CRFBP-R2 block	CHRM5 PAM	CRFR2-BP ag	M5 ag	M4 antag	M4 ag
Cc1ccc(SCC2CNc3nc4ccccc4c(=O)n32)c(C)c1 (stereo not given)
  5	8	-3	6	3	-1.5	-3	0	1
CC(=NCc1cccc(Cl)c1)c1nc(-c2ccco2)oc1O
  -3	2	4	21	-7	1.5	-1	3	2
O=C(CN1C(=O)C2CC=CCC2C1=O)N1CCN(c2ccc([N+](=O)[O-])cc2)CC1 (stereo not given)
  -18	-5	-3	14	-5	3.7	6	-2	4
COc1ccc(N2CCN(C(=O)CN(CCc3ccccc3)S(C)(=O)=O)CC2)cc1
  -5	4	15	5	-8	3.6	3	-4	6
COc1cccc(NC(=O)CSc2nnc3c(n2)[nH]c2ccc(C)cc23)c1
  -2	-2	1	-5	0	1.7	-1	-7	1
C/C(=N/NS(=O)(=O)c1cc(C)ccc1C)c1c[nH]c2ccccc12
  2	0	1	-10	-7	-1.9	-6	-24	2
Cn1c(=O)[nH]c(=O)c2c1nc(N1CCOCC1)n2CCN1CCOCC1
  3	4	6	6	-1	1.1	1	2	1
Cc1ccccc1NC(=S)N(CCCN1CCOCC1)Cc1ccccn1
  -13	6	21	19	-15	2.4	0	4	12
COC(=O)[C@@]12C[C@@H](CC(=O)NCc3cccc(C(F)(F)F)c3)C(=O)N(CCc3ccc(OC)c(OC)c3)C1=CCC(C)(C)C2
  -15	.	19	.	-13	.	4	27*	33*
O=C(NCc1cccnc1)C1C2C=CC(C2)C1C(=O)Nc1cccc(C(F)(F)F)c1 (stereo not given)
  -4	.	11	-3	-4	0.0	-1	4	0
Cc1ccc(CNC(=O)c2cc(C3CC3)nc3c2cnn3C(C)C)cc1
  2	-3	5	-5	-2	-0.3	-2	-7	2
O=C1CN(C(=S)Nc2ccc(OC(F)F)cc2)CCN1
  7	6	9	13	6	-0.5	2	3	1
Cc1ccc(NC(=O)C2CCCN(C(=O)c3ccc(Cl)cc3)C2)cc1C (stereo not given)
  -7	3	-1	-26	0	-3.1	4	-4	2
COc1ccccc1CNCc1cccc(Oc2ccccc2)c1
  -10	-2	5	-11	7	-0.7	-7	5	4
Cc1cc(C(=O)N/N=C2\CCCC(=O)C2)c(C)o1
  5	.	-2	6	-2	-0.3	3	-3	0
COc1ccc(-c2c(C(=O)c3ccccc3)[nH]c(N)c2C(N)=O)cc1OC
  8	.	-14	.	4	.	3	-16	7
N#CC1(c2ccccc2)CCCN1C(=O)c1ccco1 (stereo not given)
  3	5	-6	-4	7	-0.9	-3	2	0
CCOC(=O)CNC(=O)N1CCc2ccc(NC(=O)c3ccccc3Cl)cc2C1
  -1	-1	-3	25	6	2.5	2	4	1
Cc1ccc(C(=O)NC(=S)NCCN2CCOCC2)cc1
  0	-2	4	-9	1	0.7	-1	0	0
CCn1c(CCNC(=O)c2ccc(C)cc2)n[nH]c1=S
  1	3	-6	14	6	4.9	-5	-7	0
CCOc1ccccc1NC(=O)CCNS(=O)(=O)c1ccc(NC(C)=O)cc1
  -6	3	8	5	-5	0.3	-4	13	0
Cc1ccsc1C(=O)N(CC(C)C)c1c(N)n(Cc2ccccc2)c(=O)[nH]c1=O
  -1	-2	-7	-11	3	3.7	2	3	2
Cc1ccc(/C=C/C(=O)OCC(=O)NC(C)c2ccccc2)o1 (stereo not given)
  1	-2	-2	8	1	-0.2	1	-3	1
Fc1cccc(Cc2c(-c3ccccc3)nc3c(Cl)cc(C(F)(F)F)cn23)c1
  5	.	0	.	-2	.	2	17	-1
COc1ccc(OCCN2CCC(C(=O)NC(c3ccc(OC)cc3)c3ccccn3)CC2)cc1 (stereo not given)
  3	.	2	.	0	.	-2	-5	0
N#CC/C(N)=N/Nc1nc2ccccc2nc1Cc1ccccc1
  -7	-3	10	4	0	-1.5	0	6	1
C=C1C(=O)[C@]23C[C@H]1CC[C@H]2[C@]1(C)[C@@H](OC(C)=O)CC[C@@](C)(C(=O)OC)[C@H]1C[C@@H]3OC(C)=O
  1	.	9	.	9	.	4	5	2
CCOC(=O)CC1C(=O)NCCN1C(=O)c1ccc(F)cc1F (stereo not given)
  2	4	-2	-4	8	1.3	-1	6	0
CN(C)C(=O)c1ccc(-c2cc(C(F)(F)F)nn2C)s1
  -1	3	4	6	9	-0.8	2	-1	1
Cc1cc(C)n2cnnc2n1
  -5	9	5	2	0	-0.7	-1	4	0
O=c1c2ccccc2oc2ccc(Oc3ccccc3)cc12
  4	1	-1	3	-1	5.3	-2	-13	1
CCc1nnc(NC(=O)Nc2ccc(OC)cc2)s1
  -1	-7	-5	4	-8	2.6	2	2	0
O=C(COC(=O)CN=C1NS(=O)(=O)c2ccccc21)Nc1ccccc1OC(F)F
  7	-4	-26	-1	10	1.6	4	-21	1
COc1ccc(OC)c(/C=N/NC(=O)c2cc[n+](Cc3ccccc3)cc2)c1
  -6	3	-3	-10	1	5.6	-3	7	0
Cc1csc(NC(=O)C2C3C=CC(C3)C2C(=O)O)n1 (stereo not given)
  12	0	-5	-8	2	0.9	2	1	4
CC(Oc1ccc2c3c(c(=O)oc2c1)CCC3)C(=O)NCc1ccccn1 (stereo not given)
  4	13	-4	6	-5	0.9	1	-9	0
CCCn1cnc2c(sc3nc4c(cc32)CSC(C)(C)C4)c1=O
  5	-3	3	-29	-8	-2.8	1	-5	1
COc1ccc(/C=C/c2nnc(NC(=O)C(C)(C)C)s2)cc1
  2	0	-7	-39	6	-0.5	9	-1	1
CCOC(=O)c1cnc(-n2nc(C)cc2C)[nH]c1=O
  4	3	6	-2	9	3.0	-1	4	0
CC1(NC(=O)CCc2ccccc2)CCN(CCCc2ccccc2)C1=O (stereo not given)
  -1	1	11	-18	0	0.8	-1	-7	2
COC(=O)Cc1[nH]n(-c2nc3ccccc3s2)c(=O)c1C(C)=O
  23	3	-8	-7	4	1.6	0	-18	1
CCn1c(/C=N/n2cnnc2)nc2ccccc21
  0	2	-6	-7	1	0.5	2	1	0
COc1ccc2c(c1)c(CC(=O)Nc1cccc(S(N)(=O)=O)c1)c(C)n2C(=O)c1ccc(Cl)cc1
  4	-4	-2	2	6	7.6	-7	11	3
COc1ccc(CC(N)c2csc(Nc3cc(Oc4ccccc4)ncn3)n2)cc1 (stereo not given)
  -6	.	13	.	-5	.	0	8	11
Cc1onc(-c2c(Cl)cccc2Cl)c1C(=O)c1c[nH]c(C(=O)NCCCN2CCOCC2)c1
  -17	2	-1	-6	-2	1.6	-7	21	1
COc1ccc(OC)c(S(=O)(=O)N(C)CC(=O)Nc2ccc3c(c2)OCCO3)c1
  -8	3	10	10	-17	0.8	7	4	12
CN(C(=O)c1cc(S(=O)(=O)N2CCc3ccccc32)cn1C)C1CCCCC1
  2	0	10	-40	-10	0.1	-1	-12	7
CN(C)c1cccc(C(=O)NCCCn2ccc3ccccc32)c1
  0	-5	0	7	1	-1.7	-2	1	3
CN(C(=O)c1cccc(NC(=O)Cc2ccc(NC(=O)C3CCCN(C(=O)C4CCCC4)C3)cc2)c1)C1CCCCC1 (stereo not given)
  -4	.	8	9	-8	0.5	-1	-10	6
OCCNc1ncnc2c1ncn2[C@H]1CN(Cc2ccc(Cl)cc2)C[C@@H](CO)O1
  7	.	6	.	-5	.	1	-12	1

(continued)
Fields: CHRM4 PAM	IDE cell inh	CHRM5 antagonist	CRFBP-R2 block	CHRM5 PAM	CRFR2-BP ag	M5 ag	M4 antag	M4 ag
Cc1ccc(C)c(S(=O)(=O)NC2CCS(=O)(=O)C2)c1 (stereo not given)
  19	-2	9	1	-8	0.7	0	-14	1
CCn1c(O)c(N=NC(=O)CNc2ccc(C)cc2)c2ccccc21
  1	-3	-4	-27	-2	0.3	-1	2	1
Cc1ccc(SCCC(=O)NCc2ccncc2)cc1
  12	1	-15	-4	1	-0.5	-5	-10	1
C=CCOC(=O)COc1ccc2c(C)c(C)c(=O)oc2c1
  -5	-5	-4	-9	5	-0.5	0	8	0
COCCNC(=O)c1cc(S(=O)(=O)N2CCOCC2)ccc1SCc1cccc(OC)c1OC
  -3	1	9	15	0	-2.1	-2	3	1
COc1ccc2[nH]c(=O)c(CN(C(=O)c3cccnc3)c3ccccc3)cc2c1
  7	6	-8	-65	1	0.2	0	-5	2
Cc1ccc(NC(=O)CSc2nc(O)c(Cc3ccccc3)c(=O)n2-c2ccccc2)cc1
  2	0	1	13	-2	1.0	-1	5	1
CCCCN(CC)C(=O)C1CCC(=O)N(c2ccc(OC)cc2)C1c1ccc(OC)c(OC)c1 (stereo not given)
  4	-2	-4	-5	2	-1.3	0	7	1
CC(C)N(C(=O)CSc1ccc(S(=O)(=O)N2CCCCC2)cn1)C(C)C
  3	2	3	-2	-1	-0.3	-2	2	3

Ordered by value in CHRM5 antagonist (smallest number first): some entries from above.
Fields: CHRM4 PAM	IDE cell inh	CHRM5 antagonist	CRFBP-R2 block	CHRM5 PAM	CRFR2-BP ag	M5 ag	M4 antag	M4 ag
Cc1cc(C(=O)N/N=C2\CCCC(=O)C2)c(C)o1
  5	.	-2	6	-2	-0.3	3	-3	0
Cc1ccc(CNC(=O)c2cc(C3CC3)nc3c2cnn3C(C)C)cc1
  2	-3	5	-5	-2	-0.3	-2	-7	2
Cn1c(=O)[nH]c(=O)c2c1nc(N1CCOCC1)n2CCN1CCOCC1
  3	4	6	6	-1	1.1	1	2	1
N#CC/C(N)=N/Nc1nc2ccccc2nc1Cc1ccccc1
  -7	-3	10	4	0	-1.5	0	6	1
